ERK EGF inh: EGF-driven ERK pathway inhibition | HEK293-V1b, EGF-stimulated phospho-ERK AlphaScreen | Potency, µM (highest dose often 11.5 µM), without a hit: at the top dose activity change, negative = inhibition, most hits filed as inhibitors | 0.41% of 130,000 active; active = well fitted inhibition curve with a large enough effect; inconclusive = small, poorly fitted or top-dose-only effect, or effect the other way;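 also: plate controls were stimulated vehicle wells for no effect and unstimulated vehicle basal for full effect; nearly all actives have a fitted effect of over 55% in size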
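Homogeneous cell-based phospho-ERK assay: HEK293/V1b cells in 1% FBS, compound 30 min then EGF 5 min, AlphaScreen luminescence. Activity normalized between DMSO and 25 nM EGF controls; AC50 from Hill modelling.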
Starred values were filed as active, the others as inactive; ? = inconclusive; [ ] = dose if it differs, or a comment. Potency is read from the fitted curve at half-maximal effect.

| structure | ERK EGF inh |
| --- | --- |
| CC(C)(C)CN1CCNC(=O)C1CC(=O)NCCN1CCCc2ccccc21 (stereo not drawn) | -20.6%[57.5 µM] |
| O=C(COC(=O)Cc1ccccc1F)Nc1cc(S(=O)(=O)N2CCOCC2)ccc1N1CCCC1 | -2.9% |
| CN(C)/C=C/c1oc2ccc(O)cc2c1[N+](=O)[O-] | 2.0% |
| O=S(c1ccccc1)c1ccc2nnnn2n1 (stereo not drawn) | -12.5% |
| COc1cc2cc(C)c3nnc(SCC(=O)Nc4cc(C)on4)n3c2cc1OC | -4.1% |
| COc1cccc(C(=O)CC(C(=O)O)c2ccc(F)cc2)c1 (stereo not drawn) | 1.6% |
| CC(=O)N=C1SC2CS(=O)(=O)CC2N1Cc1ccc(C)cc1 (stereo not drawn) | -4.0%[57.5 µM] |
| Cc1noc(/C=C/c2cccs2)c1S(=O)(=O)N1CCC(C(=O)NCCCN2CCC(C)CC2)CC1 | 2.7%[57.5 µM] |
| Nc1c(S(=O)(=O)c2ccccc2)c2nc3ccccc3nc2n1CCN1CCOCC1 | -1.6% |
| CCN(CC)S(=O)(=O)c1ccc(OC)c(NC(=O)c2cc(=O)[nH]c3ccccc23)c1 | ? |

(next part)
| structure | ERK EGF inh |
| --- | --- |
| CCOC(=O)NC(=O)c1cn(N(C)c2ncc(C(F)(F)F)cc2Cl)c(=O)[nH]c1=O | -7.2% |
| CCOC(=O)NC(=O)/C(C=Nc1ccc(Cl)cc1)=C(\C)O | 7.2% |
| CC(=O)c1c(C)[nH]c(C(=O)OCC(=O)N2c3ccccc3NC(=O)C2(C)C)c1C | 0.6% |
| O=C(O)/C=C/C(=O)NCc1ccccn1 | -3.2% |
| CCOC(=O)C1=C(CNCCOc2ccc(OC)cc2)NC(=O)NC1c1ccc2c(c1)OCO2 (stereo not drawn) | 16.7% |
| O=C(NCc1cccnc1)c1ccc(S(=O)(=O)N2CCCCCC2)cc1 | -2.1% |
| O=C1NC(=O)/C(=C/c2ccccc2OCc2ccccc2)S1 | -6.0% |
| Cn1cnnc1Sc1ccc(/C=C(\CC(=O)O)c2nc3ccccc3s2)cc1[N+](=O)[O-] | 3.2%[57.5 µM] |
| CCOc1ccc(NC(=O)Nc2cc(C)ccc2OC)cc1 | 6.0% |
| Cc1ccc(S(=O)(=O)NCCOc2nc(N(C)C)nc(N(C)C)n2)cc1 | -0.5%[57.5 µM] |

Additional structures.
| structure | ERK EGF inh |
| --- | --- |
| CC(C)OC(=O)c1cc(NC(=O)c2nn(C)cc2Br)cc(C(=O)OC(C)C)c1 | -1.5% |
| CCOC(=O)CSc1c(-c2ccccc2)c2cc(Cl)ccc2[nH]c1=O | -4.4% |
| CS/C(=N\S(=O)(=O)c1cccs1)Nc1ccc(Cl)cc1 | 1.7% |
| CC(O)Cc1cn(CC(=O)N2CCNCC2)nn1 (stereo not drawn) | -4.0%[57.5 µM] |
| CCc1nnc(NC(=O)c2ccc(NC(=O)C(C)C)cc2)s1 | -5.7% |
| CCCCC1=CC2=C(c3ccco3)C(=O)C(C)(OC(=O)c3ccc(OC)cc3)C(=O)C2=CN1C(CO)CO (stereo not drawn) | 1.2%[57.5 µM] |
| S=C1NCN(CCc2ccccc2)CN1Cc1ccccc1 | ? |
| COCCN(C(=S)Nc1c(C)cc(C)cc1C)C(C)c1cccs1 (stereo not drawn) | ? |
| COc1cc(OC)cc(C(=O)OCCNC(=O)Cn2cnc3c2c(=O)n(C)c(=O)n3C)c1 | -6.3% |
| CCCCCCCCCCCC1=C(O)C(=O)C=C(O)C1=O | ? |

Some of the entries above in another layout:
> CCOC(=O)C1=C(CNCCOc2ccc(OC)cc2)NC(=O)NC1c1ccc2c(c1)OCO2 (stereo not drawn)
- ERK EGF inh = 16.7%

> O=C(NCc1cccnc1)c1ccc(S(=O)(=O)N2CCCCCC2)cc1
- ERK EGF inh = -2.1%

> O=C1NC(=O)/C(=C/c2ccccc2OCc2ccccc2)S1
- ERK EGF inh = -6.0%

> Cn1cnnc1Sc1ccc(/C=C(\CC(=O)O)c2nc3ccccc3s2)cc1[N+](=O)[O-]
- ERK EGF inh = 3.2%[57.5 µM]

Next part:
| structure | ERK EGF inh |
| --- | --- |
| Nc1c(-c2ccc(Cl)cc2)cnn1-c1cc(C(F)(F)F)cc(C(F)(F)F)c1 | -4.0%[57.5 µM] |
| COc1ccccc1C(=O)NNC(=O)c1ccccc1[N+](=O)[O-] | 5.4% |
| Cc1nn(C(=O)C2CC2)c(C)c1Sc1ccc(Cl)cc1 | -4.5% |
| NCCCC[C@H]1CNC(=O)C(=O)N1CCc1cccc(F)c1 | -18.2%[57.5 µM] |
| Cc1ccc(-c2csc(NC(=O)CSc3nc4ccccc4o3)n2)cc1 | ? |
| COC(=O)c1sc(NC(=O)/C=C/c2ccccc2Cl)nc1C | 8.4% |
| CCn1cc(C(=O)OCC(=O)c2ccccc2)c(=O)c2ccc(C)nc21 | -1.5% |
| O=C(O/N=C(\c1ccccc1)c1ccncc1)c1ccccc1F | 4.1% |
| Cc1ccc(OCC(=O)Nc2cc(C)on2)c([N+](=O)[O-])n1 | ? |
| COC(=O)c1sccc1NC(=S)Nc1cc(C)cc(C)c1 | 1.8% |

Additional records
| structure | ERK EGF inh |
| --- | --- |
| COCCCNC(=S)Nc1ccccc1C | -3.0% |
| COc1ccc(NC(=O)C2CC(=O)OC23CCCCC3)cc1 (stereo not drawn) | 5.4% |
| COc1ccc(OC(C)C(=O)Nc2cccc(F)c2)cc1 (stereo not drawn) | 0.3%[57.5 µM] |
| CC(=O)Nc1cc(C(=O)NCc2ccco2)ccc1Sc1ccc(C)cc1 | -2.5% |
| CC(C)N(Cc1cn(C)nc1-c1cccc(Cl)c1)CC1CCC(=O)N1 (stereo not drawn) | 5.8% |
| Cc1ccc(S(=O)(=O)NCC(=O)OCc2ccccc2)cc1 | 6.0% |
| COc1ccc(-n2c(C)cc(C3=NNC(=NC4CC4)SC3)c2C)cc1 | -5.0% |
| Cc1ccc(NC(=S)NNC(=O)c2ccccc2O)c(C)c1 | 43.4%[activator] |
| CCN1CCN(C(=O)CCc2ccc(S(=O)(=O)NCCc3ccccc3)cc2)CC1 | 4.0% |
| COc1ccc(OC)c(/C=C/C(=O)OCC(=O)c2c(N)n(C)c(=O)n(C)c2=O)c1 | -13.9% |

More structures:
| structure | ERK EGF inh |
| --- | --- |
| Cc1ccc(S(=O)(=O)NC(=O)c2cc(C)n(C3CC3)c2C)cc1 | -0.6% |
| CC(OC(=O)C1=COCCO1)C(=O)Nc1cccc(S(=O)(=O)N2CCOCC2)c1 (stereo not drawn) | -2.8%[57.5 µM] |
| CCCCCC(=O)N1CC2(CC(c3cccc(NC(=O)CC)c3)=NO2)C[C@H]1C(N)=O (stereo partly drawn) | -5.9%[57.5 µM] |
| Cc1cc(-c2ccccc2)c2c(n1)sc1c(O)cc(=O)[nH]c12 | 1.0%[57.5 µM] |
| O=C(COC(=O)c1ccc(Cl)c(S(=O)(=O)N2CCCC2)c1)NC1CCCCC1 | 3.8% |
| Cc1ccc(NC(=O)C23CCC(C)(C(=O)[C@H]2Br)C3(C)C)cc1 (stereo partly drawn) | 12.5%[57.5 µM] |
| Cc1cc(C)n2nc(SCC(=O)N3CCc4ccccc43)nc2n1 | -3.6% |
| CCC(C)C(NC(N)=O)C(=O)NC1CCC(C)CC1 (stereo not drawn) | -6.6% |
| CN(C)/N=C/c1ccc(N2CCOCC2)cc1 | -1.6% |
| Cc1ccc(S(=O)(=O)N2CCC(=O)N(C(COCc3ccc(Cl)cc3Cl)Cc3ccccc3)CC2)cc1 (stereo not drawn) | 16.7% |

Additional records.
| structure | ERK EGF inh |
| --- | --- |
| O=C(Cn1nnc2ccccc21)OCc1ccccc1 | -3.6%[57.5 µM] |
| S=c1[nH]nc(Cc2ccc(Br)cc2)n1/N=C/c1ccc(Cl)cc1 | -1.7% |
| CC(/C=C/c1ccccc1)=N\NC(=O)c1cc(C)nc2ccccc12 | 4.5%[57.5 µM] |
| COc1ccc(NC(=O)C2CCCCN2N)cc1OC (stereo not drawn) | 2.6% |
| CN(C)S(=O)(=O)c1cccc(NC(=O)c2cc(-c3cccs3)nn2-c2cccc(Cl)c2)c1 | 1.4% |
| CO/N=C/c1ccc(Oc2ccc(C)cc2)c([N+](=O)[O-])c1 | ? |
| Cc1cccc2cc(C#N)c(SCc3nnc(-c4ccccc4[N+](=O)[O-])o3)nc12 | 0.5% |
| CCOc1cc2c(cc1OCC)C(c1ccccc1)N(c1ccccc1)C(=O)C2 (stereo not drawn) | 3.6% |
| Cc1cc(O)c(-c2cc(C(=O)Nc3cccnc3)[nH]n2)cc1C | 5.4%[57.5 µM] |
| COc1ccc(-n2c(CCc3ccccc3)nnc2SCC(=O)c2ccccc2)cc1 | -0.9% |

(list continues)
| structure | ERK EGF inh |
| --- | --- |
| Cc1ccc(-c2nnc(CCC(=O)NCC3C4CC5CC(C4)CC3C5)o2)s1 (stereo not drawn) | 6.3% |
| Cc1csc(SCC(=O)NC(=O)NC2CCCC2)n1 | 2.2% |
| CC1=C(C(=O)NCCc2ccc(C)cc2)C2(CCC(C)CC2)OC1=O (stereo not drawn) | 3.0% |
| CCOCCCNC(=O)c1c[nH]c2ccc(OCC)cc2c1=O | -11.8%[57.5 µM] |
| N=c1sccn1CC(=O)NC(=O)NC1CCCC1 | 0.5% |
| Cc1cc(C[n+]2cc(Br)ccc2N)c2ncccc2c1 | -11.5%[57.5 µM] |
| CCSc1nc(N)c2c(C)c(C)sc2n1 | 6.9% |
| CCCOc1ccc(N2C(=O)CC(N(CCCO)C(=O)CC)C2=O)cc1 (stereo not drawn) | -12.9%[57.5 µM] |
| Cc1ccc(S(=O)(=O)N2CCN(c3ccnc4cc(Cl)ccc34)CC2)cc1C | -10.8% |
| Cc1ccc(CNC(=O)c2ccc(OCC3CCCO3)cc2)cc1 (stereo not drawn) | 4.5% |

Additional compounds.
| structure | ERK EGF inh |
| --- | --- |
| Cc1ccc(C2C3=C(Nc4[nH]n(-c5ccccc5)c(=O)c42)c2ccccc2C3=O)cc1 (stereo not drawn) | 0.1% |
| Cc1ccc(OC(=S)Nc2ccccc2)c(C)c1 | 5.0% |
| CN(C(=O)CSc1nnnn1-c1ccccc1)C1CCS(=O)(=O)C1 (stereo not drawn) | 9.5% |
| CC(C)CCc1noc(CN2CCN(CC(=O)NC(C)C)CC2)n1 | -9.5%[57.5 µM] |
| C/C(=C\C(=O)c1c(O)cc(C)oc1=O)N(C)C | 4.7% |
| Cc1ccccc1Cn1cnc2ccccc21 | 5.0% |
| CCOC(=O)N1CCN(CCC(=O)Nc2cc(OC)ccc2OC)CC1 | 2.5% |
| O=C(CC12CC3CC(CC(C3)C1)C2)NC(Cc1ccccc1)C(=O)O (stereo not drawn) | 0.1% |
| CC1=C[C@H]2OC(=O)[C@@H](C)[C@H]2C[C@@H]2[C@H]1C[C@@H](O)[C@@]2(C)O | 9.9%[57.5 µM] |
| O=C(c1ccc(Cl)cc1)N(c1ccccn1)C1CCCCC1 | 4.8% |

Next section
| structure | ERK EGF inh |
| --- | --- |
| CN(C(=O)CC1C(=O)NCCN1CC1CCCCC1)C1CCOCC1 (stereo not drawn) | -21.8%[57.5 µM] |
| COC(=O)C1=C(C)NC2=C(C(=O)CC(C)(C)C2)C1c1ccccn1 (stereo not drawn) | 0.8% |
| COc1ccc(N2C(=O)CC(Sc3nc4ccccc4s3)C2=O)cc1OC (stereo not drawn) | -3.1% |
| C=C1CCN(CC(=O)OC)S(=O)(=O)c2ccccc21 | 4.3%[57.5 µM] |
| O=c1c2ccccc2c(-c2ccccc2)nn1-c1cc(Cl)cc(Cl)c1 | 2.1%[57.5 µM] |
| O=C(CN1C(=O)C(=O)c2ccccc21)NCCc1ccccc1 | -1.5% |
| CCOC(=O)C(NC(=O)CC(C)C)(Nc1sc(C)c(CC)c1C#N)C(F)(F)F (stereo not drawn) | -2.7% |
| Cc1cc(C)n2nc(C(=O)Nc3cccc(S(=O)(=O)N4CCCC4)c3)nc2n1 | 11.5%[57.5 µM] |
| CC(=O)Oc1ccc(C(=O)NCCc2ccccc2)cc1 | 2.1% |
| CN(C(=S)Oc1ccc(C(=O)Nc2ccccc2)cc1)c1ccccc1 | 5.2% |

(list continues)
| structure | ERK EGF inh |
| --- | --- |
| CC(NC(=O)COC(=O)CCc1ccc(S(=O)(=O)N2CCOCC2)cc1)C1CC2CCC1C2 (stereo not drawn) | -4.4% |
| Cc1ccnc(NC(=O)C2CCCN(S(=O)(=O)c3cnc[nH]3)C2)c1 (stereo not drawn) | -3.7% |
| Cc1cc(C)nc(Nc2n[nH]c(-c3ccccc3N)n2)n1 | -6.3%[57.5 µM] |
| NC(=O)c1ccc(Oc2ncc(C(F)(F)F)cc2Cl)cc1 | -0.6% |
| COCc1cc(=O)[nH]c(-c2csc(C)n2)n1 | 10.1%[57.5 µM] |
| O=C(CSC(=S)N1CCN(c2ccccc2)CC1)Nc1nc(-c2ccccc2)c(-c2ccccc2)o1 | -1.2% |
| Cc1ccc2c(c1)C(c1ccc(F)cc1)N(C(=O)c1cc3ccccc3oc1=O)CC(=O)N2 (stereo not drawn) | -15.5% |
| CSc1ccc(/C=C/C(=O)NC(=O)c2ccccc2O)cc1 | -1.9% |
| COC(=O)c1cc2c(ccn2-c2ccc(F)cc2)n1Cc1ccc(OC)cc1 | 1.9% |
| Cc1ccc2ncnc(NCCC(=O)O)c2c1 | 8.3% |

Other records:
| structure | ERK EGF inh |
| --- | --- |
| O=S(=O)(Oc1ccccc1/C=N/n1cnnc1)c1ccccc1 | -13.4% |
| C/C(=C\C(=O)OCC(=O)NCc1ccccc1)C(=O)OCC(=O)NCc1ccccc1 | 8.4% |
| O=C(COC(=O)c1ccc(O)cc1)Nc1ccc(OC(F)F)cc1 | 3.0% |
| Cc1ccccc1N1C(=O)c2cc(S(N)(=O)=O)c(Cl)cc2N[C@H]1C | 8.7%[25.7 µM] |
| CC(C(=O)NCCc1ccc(F)cc1)N1CCN(Cc2ccccc2)CC1 (stereo not drawn) | 3.2% |
| COc1cc(NC(=S)N2CCN(c3ccccn3)CC2)c(OC)cc1Cl | ? |
| Cc1ccc(NC(=O)C(=O)NCCc2c[nH]c3ccccc23)cc1C | -2.6% |

The list is partial; rates above refer to the full screens.
